Screening data: PubChem, several laboratories
PMI inhibitors: MPI enzyme activity inhibition – biochemical, fluorescence intensity, coupled assay, primary screen (AID 1209); purified PMI enzyme, coupled fluorescence intensity; higher % means a stronger effect; inhibition, % at 20 µM; hits with a dose series show IC50 in µM; 190,000 compounds, 0.42% hits;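 also: plate controls were DMSO vehicle for no effect and wells lacking substrate for full effect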
K1F lysis inhibition: inhibition of K1F phage lysis, E. coli UTI89, bacterial capsule biogenesis inhibitors, alamar blue (AID 488966); inhibition, % at 100 µM, or IC50 in µM where a hit was titrated; E. coli UTI89 K1F phage lysis, alamar blue, 2 h; higher % means a stronger effect; 340,000 compounds, 0.02% hits;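 active = phage lysis inhibition, versus mean bacterial control, above a set limit; inconclusive = no clear call, values can overlap the other calls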;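 also: capsule biogenesis inhibitors block K1F phage lysis so surviving cells raise fluorescence; higher fluorescence means more inhibition of phage lysis; actives were called in the ten point dose series up to 300 µM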
TNAP activation fold: stimulation of alkaline phosphatase TNAP activity – biochemical, luminescent, no phosphate acceptor, uHTS, primary screen (AID 1001) | purified TNAP, luminescent activation assay, no phosphate acceptor; higher activation fold means a stronger effect | one-dose activation fold at 20 µM; EC50 in µM for titrated hits | 200,000 compounds, 0.03% hits; in the data active = activation fold from about 3, or a potency from the dose series; inactive = the rest, 99 in 100 with activation fold below about 1.6; also: many of its hits are not listed in these tables
West Nile antiviral: inhibition of WNV-induced cytopathic effect – cell-based, CPE readout (AID 1621) | 290,000 compounds, 0.02% hits | West Nile virus-infected cells, CPE inhibition; higher % means a stronger effect | one-dose CPE inhibition, % at 10 µM; IC50 in µM for titrated hits; in the data active = a potency from the dose series; inconclusive = CPE inhibition mostly from about 3.7% at the one dose, without a potency; inactive = the rest, 99 in 100 with CPE inhibition below about 2.2%; also: strong numbers were not always called active
P. falciparum M1AAP: malaria alanyl aminopeptidase activity blockers – biochemical, fluorogenic H-Leu-NHMec substrate, 1536-well (AID 1445) | recombinant M1AAP, H-Leu-NHMec fluorogenic kinetic assay; higher % means a stronger effect | inhibition, % at 30 µM, or IC50 in µM where a hit was titrated | 220,000 compounds, 0.42% hits;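 active = primary inhibition above the hit cutoff, then over 50% inhibition at one or more dose response concentrations, cut at about 23% in these data, passing the limit was not always enough; inconclusive = conflicting primary data, or primary hits not chosen for dose response; inactive = low primary inhibition, or under 50% at every dose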;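 also: plate controls were DMSO full reaction for no effect and no enzyme background for full effect; strong numbers were not always called active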
T cell HTS: modulates CD8 T cell binding to vesicles. calls only at 7 µM. 2C CD8+ T cell-vesicle binding, flow cytometry; stronger effect = lower value. 330,000 compounds, 0.068% hits;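 active = response, share of CD8 T cells binding vesicles, and their 90th percentile fluorescence all below set limits, cut at about 80% in these data, passing the limit was not always enough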
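material = purified 2C TCR transgenic mouse naive CD8+ T cells | controls = Unloaded micro-vesicles (low), QL9 vesicles with 0.7% DMSO (high) | detection = cytometric PE anti-B7-1 and Alexa647 anti-CD8 signals after 1% paraformaldehyde fixation | incubation = binding step 1.5 h, 37 °C, antibody labelling 20 min, ice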
RSV antiviral HEp-2: inhibition of RSV-induced cytopathic effect – HEp-2 cells, primary 10 µM value included (AID 2391); HEp-2 cells, RSV-induced CPE inhibition; higher % means a stronger effect; CPE inhibition, % at 10 µM, or IC50 in µM where a hit was titrated; 310,000 compounds, 0.13% hits; in the data active = a potency from the dose series; inconclusive = CPE inhibition mostly from about 23% at the one dose, without a potency; inactive = the rest, 99 in 100 with CPE inhibition below about 21%; also: strong numbers were not always called active
human PMI inhibitors: MPI inhibition at elevated mannose 6-phosphate – biochemical, fluorescence intensity, high mannose 6-phosphate, primary screen (AID 1220) | 190,000 compounds, 0.66% hits | recombinant PMI enzyme, coupled fluorescence intensity; higher % means a stronger effect | inhibition, % at 20 µM, or IC50 in µM where a hit was titrated
M17LAP inhibition: P. falciparum M17LAP inhibitors, primary screen, biochemical, fluorogenic H-Leu-NHMec substrate, 1536-well (AID 1619) | 220,000 compounds, 0.38% hits | one-dose inhibition, % at 30 µM; IC50 in µM for titrated hits | recombinant M17LAP, H-Leu-NHMec fluorogenic kinetic assay; higher % means a stronger effect;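 active = compound inhibiting the enzyme by more than half at any dose during confirmatory dose-response retesting; inconclusive = strong single-dose inhibitors picked by rank but not retested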;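 also: plate controls were full reaction with DMSO carrier for no effect and no enzyme background for full effect; strong numbers were not always called active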
T cell HTS vesicle-bound %: also measured in T cell HTS; calls as there; double positive events, %; measured here: CD8+ vesicle-bound cell fraction;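 binding gate set so that unloaded-vesicle control wells show 10% double positive cells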
* = called active by the depositor; i = inactive; ? = inconclusive; / = not tested or not shown; [ ] = remark or other dose. Rule as the data show it, unless noted: active = inhibition above about 50%; inactive = the rest.

structure	PMI inhibitors	K1F lysis inhibition	TNAP activation fold	West Nile antiviral	P. falciparum M1AAP	T cell HTS	T cell HTS vesicle-bound %	RSV antiviral HEp-2	human PMI inhibitors	M17LAP inhibition
CCOC(=O)c1sc(SC)c(C(C)=O)c1C	-2%	0.8%	1.1	0.3%	6%	i	25	1.5%	-4%	9%
COc1cc(C(=O)NC(=S)Nc2ccc(Cc3ccncc3)cc2)cc(OC)c1OC	/	0.0%	/	-1.1%	/	i	59	-0.1%	/	/
O=C(C1=C[C@H](C2CCCCC2)C[C@H](OCc2ccc(CO)cc2)O1)N1CCOCC1	0%	1.4%	1	0.0%	3%	i	15	-2.3%	-2%	-5%
CCN(C(=O)c1ccc2c(SCC(=O)O)c3c(nc2c1)CCC3)c1cc(Cl)ccc1OC	/	-0.3%	/	0.6%	/	i	48	1.7%	/	/
FC(F)(F)c1ccc(Cl)c(NC(=S)N/N=C/c2ccccc2Cl)c1	/	/	/	1.0%	0%	i	20	-0.4%	/	-2%
CC(C)n1cnc2c(Nc3ccc(F)c(Cl)c3)nc(NCCO)nc21	/	1.7%	/	-0.1%	/	i	17	-1.9%	/	/
C=CCOc1ccc(C2CC(C)=NN2c2ccccc2)cc1 (stereo not drawn)	-1%	1.7%	1	-1.0%	0%	i	45	2.3%	3%	-9%
CCCSc1nc2c(c(=O)n(C)c(=O)n2C)n1C	/	0.1%	/	0.0%	-7%	i	32	1.3%	/	8%
CC(=O)NCCn1c(SCC(=O)NC2CCCCC2)nc2ccccc2c1=O	-8%	0.1%	1.1	-0.4%	5%	i	34	0.5%	0%	5%
COC(=O)c1ccc(C(C(=O)NCc2ccccc2)N(Cc2ccco2)C(=O)c2cnccn2)cc1 (stereo not drawn)	-1%	0.2%	1.1	-0.5%	-3%	i	7	1.3%	-4%	7%
Cc1nn(C)cc1/C=C1\SC(=S)NC1=O	-9%	-1.2%	1	1.2%	3%	i	59	2.3%	-15%	-17%
CCOC(=O)c1ccc(NC(=O)c2nn(CC)cc2Br)cc1	15%	4.4%	1	0.3%	-1%	i	9	1.9%	15%	0%
COC(=O)c1cc(-c2ccc(S(=O)(=O)N3CCCC(C)C3)cc2)c(C(F)(F)F)s1 (stereo not drawn)	/	0.4%	/	0.4%	/	i	42	11%	/	/
COc1ccc(C(CCc2ccc(C)o2)NC(=O)Nc2ccc(OC)cc2OC)cc1 (stereo not drawn)	14%	-0.2%	1.4	-0.4%	9%	i	34	0.6%	4%	4%
O=C(NC(=S)N1CCCCC1)c1cccnc1	22%	0.5%	1	1.2%	5%	i	24	2.2%	-2%	2%
O=S(=O)(NCc1ccccc1)c1cccs1	2%	0.1%	1.1	0.4%	9%	i	14	-0.5%	0%	1%
COc1ccc(/C=N/NC(=O)c2ccc(Br)cc2)c(OC)c1	4%	0.1%	1.1	0.2%	7%	i	53	1.9%	7%	-1%
Cc1nn(Cc2c(F)c(F)c(F)c(F)c2F)c(C)c1NC(=O)c1cccc(COc2ccc(Cl)cc2)c1	8%	-0.7%	1	0.7%	-2%	/	/	0.4%	6%	13%
O=C(NCC1CCCO1)C(Cc1ccccc1)N1C(=O)C2C3C=CC(C4CC34)C2C1=O (stereo not drawn)	7%	2.8%	1	0.2%	2%	i	52	-0.6%	7%	2%
O=C(NCc1ccccn1)C1CCN(S(=O)(=O)c2ccc(Br)cc2)CC1	/	-0.3%[50 µM]	/	-0.6%	/	i	22	-0.4%	/	/
CSc1ccc(NC(=O)N2CC(C)OC(C)C2)cc1 (stereo not drawn)	-4%	0.0%	1.2	-0.1%	7%	i	47	0.7%	-4%	1%
C/C(=N\NC(=O)c1ccc(OC2CCCC2)cc1)c1ccc(O)cc1	/	-0.1%	/	-1.1%	/	i	41	-1.8%	/	/
O=C(c1ccc(N2CCCCC2)c([N+](=O)[O-])c1)N(Cc1ccccc1)c1ccccn1	10%	-0.4%	1	-1.3%	4%	i	22	7.8%	6%	-2%
O=C(O)c1nn(CCOc2cccc(Br)c2)c(=O)c2ccccc12	/	-0.2%	/	-0.3%	/	i	29	1.9%	/	/

2 entries from above, set out differently.
Below each SMILES – PMI inhibitors | K1F lysis inhibition | TNAP activation fold | West Nile antiviral | P. falciparum M1AAP | T cell HTS | T cell HTS vesicle-bound % | RSV antiviral HEp-2 | human PMI inhibitors | M17LAP inhibition
Cc1nn(C)cc1/C=C1\SC(=S)NC1=O
  -9% | -1.2% | 1 | 1.2% | 3% | i | 59 | 2.3% | -15% | -17%
CCOC(=O)c1ccc(NC(=O)c2nn(CC)cc2Br)cc1
  15% | 4.4% | 1 | 0.3% | -1% | i | 9 | 1.9% | 15% | 0%

Continued:
structure	PMI inhibitors	K1F lysis inhibition	TNAP activation fold	West Nile antiviral	P. falciparum M1AAP	T cell HTS	T cell HTS vesicle-bound %	RSV antiviral HEp-2	human PMI inhibitors	M17LAP inhibition
Cn1c(SCc2ccccn2)nc2c1c(=O)[nH]c(=O)n2C	/	0.2%	/	0.4%	1%	i	9	7.1%	/	-10%
C/C(=N\NC(=S)Nc1ccccc1C)c1cc2ccccc2o1	/	0.1%	/	-0.4%	-1%	i	38	11%	/	10%
CCCCN(CCCC)C(=S)NC(=O)C(C)(C)C	1%	1.8%[50 µM]	1.5	-0.1%	2%	i	56	-0.3%	-12%	-5%
COCc1cc(=O)[nH]c(N2CCN(Cc3ccc4c(c3)OCO4)CC2)n1	/	0.1%	/	-0.4%	/	i	32	0.6%	/	/
CC(=O)c1c(C)[nH]c(C(=O)NCCc2ccccc2)c1C	3%	0.3%	1.1	-0.2%	0%	i	33	1.7%	3%	9%
O=C(NNC(=S)NC(=O)c1ccc(F)cc1)c1cccnc1	/	-0.7%	/	-0.2%	/	i	54	-0.1%	/	/
CCOC(=O)C1=C(C)N=C(/N=C/N(C)C)SC1c1ccccc1 (stereo not drawn)	-3%	0.2%	1	0.7%	0%	i	16	-0.9%	2%	10%
COc1ccc(Nc2cc(C)nc3nc(C)nn23)c(OC)c1	-1%	6.5%	1	-0.7%	1%	i	65	1.5%	-2%	10%
COc1ccc(CNC2=CC(=O)CC(C)(C)C2)cc1	-8%	0.2%	1	0.2%	2%	i	12	-0.2%	-13%	4%
O=C(O)c1ccc(N=Nc2c(O)[nH]c3cc(Cl)ccc23)cc1	/	0.3%	/	0.7%	?	i	32	-1.9%	/	19%
N/C(=N\OC(=O)C1CCCCC1)c1cccc(Br)c1	/	-0.2%	/	0.0%	/	i	66	1.4%	/	/
COc1cc(/C=N/Nc2ccccn2)cc(OC)c1O	13%	-2.9%	1.1	-0.3%	3%	i	37	1.6%	30%	33%
CCOC(=O)CCNC(=O)N1CCCC(Cc2ccccc2)(C(=O)OCC)C1 (stereo not drawn)	/	-2.1%	/	-1.0%	/	i	60	1.1%	/	/
c1ccc(-n2c(SCc3nc(-c4cccs4)no3)nnc2-c2ccco2)cc1	13%	-0.1%	1	-0.4%	-1%	i	28	9.7%	4%	5%
CCCC(=O)OC(C(=O)Nc1cc(C(F)(F)F)ccc1Cl)c1ccccc1 (stereo not drawn)	10%	0.0%	1.1	-0.8%	-6%	i	30	-0.5%	12%	16%
CCOC(=O)c1sc2nc(C3CC3)cc(-c3ccc(OC)cc3)c2c1N	-16%	0.9%	1.2	0.1%	8%	i	9	-0.1%	-15%	9%
O=C(CSc1ccccc1C(=O)NCc1ccccc1)NC12CC3CC(CC(C3)C1)C2	12%	2.6%	1	0.0%	5%	i	12	19%	9%	1%
Cc1cc(C(=O)Nn2cnnc2)cs1	10%	-0.9%	1.1	1.1%	6%	i	29	0.2%	2%	5%
C=CCn1c(SCc2ccc3c(c2)OCO3)nc2scc(-c3ccco3)c2c1=O	2%	-0.1%	1.1	-0.9%	15%	i	29	11%	1%	41%
Cc1ccccc1N(CC(=O)NCCSCc1ccco1)S(C)(=O)=O	-8%	1.0%	1.1	0.0%	4%	i	43	-0.2%	2%	10%
Cn1c(SCC(=O)Nc2ccccc2)nnc1-c1ccc(NC(=O)CCc2ccccc2)cc1	5%	0.0%	1.1	-0.2%	-4%	i	41	1.7%	3%	7%
CC(C)(C)c1ccc(C(=O)N2CCN(C(=O)C3CCCCC3)CC2)cc1	/	-0.2%	/	-1.0%	/	i	19	1.6%	/	/
O=C(COc1ccc(Cl)cc1)NCc1nnc2c3ccccc3c(-c3ccccc3)nn12	6%	-0.1%	0.9	-1.5%	3%	i	50	52%	-5%	-10%
COc1ccc(-c2nnc(SC(C)C#N)o2)cc1 (stereo not drawn)	2%	0.2%	1.1	0.3%	1%	i	7	1.6%	0%	-3%
COc1cc(N2CCCC2)c(OC)cc1/C=C(/C#N)c1cccc(F)c1	20%	2.6%	0.8	1.5%	6%	i	38	3.8%	11%	-10%
CC1CN(CCOc2ccc(Cl)c(Cl)c2)CC(C)O1 (stereo not drawn)	/	0.2%	/	-1.0%	/	i	10	-0.9%	/	/
COc1ccc(OC(C)C(=O)Nc2ccccc2C(F)(F)F)cc1 (stereo not drawn)	10%	-0.2%	1	-1.0%	-2%	i	5	2.8%	10%	1%
CCCc1nc(SCc2cccnc2)c2c(=O)n(C)c(=O)n(C)c2n1	18%	2.1%	1	0.1%	-5%	i	25	0.2%	17%	5%
Cc1oc2c(c1C(=O)N1CCC(C)CC1)C(=O)c1ccccc1C2=O	1%	/	0.9	2.6%	6%	i	41	-2.4%	55%*	-5%
CC(C)(Oc1ccc(Cl)cc1)C(=O)Nc1ccncc1	1%	0.3%	1.1	-0.7%	-2%	i	39	-1.5%	3%	0%
COc1ccc2nc(NC(=O)CSc3nnnn3C3CCCCC3)sc2c1	13%	0.1%	1	-0.7%	15%	i	62	10%	7%	6%
COCCNc1nc(N2CCCCC2)c2cnn(C)c2n1	/	0.2%	/	-0.1%	/	i	33	1.4%	/	/
COc1cccc(Nc2ccccc2C(=O)O)c1	-8%	0.6%	1.1	-0.5%	1%	i	40	0.4%	-4%	64%
CC(=O)Nc1ccc(S(=O)(=O)NCCS(=O)(=O)N2CCN(c3ccccc3F)CC2)cc1	/	0.2%	/	0.7%	/	i	7	11%	/	/
N#Cc1c(-c2ccccc2)cc(-c2ccccc2)nc1Br	10%	-3.3%	1	-0.6%	2%	i	18	3.3%	12%	-3%
